VP16 counter = Gal4-VP16 reporter inhibition counter-screen. AID 2546. Potency, µM (series often up to 53.6 µM), for inactives: at the highest dose activity, negative = inhibition, usual class: inhibitors. hit rate 3.5% among 310,000. Drosophila S2 Gal4-VP16 UAS-luciferase, luminescence, 20 h;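 note: Gal4-VP16 expression switched on by copper sulfate through the metallothionein promoter; potency is the fitted concentration of half-maximal effect; % is set by controls: 0 for no effect and ±100 for the full control effect; nearly all actives have a fitted effect of over 50% in size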
PKM2 act = activators of human pyruvate kinase M2; P14618; purified PKM2, Kinase-Glo ATP luminescence, activation; response scale: 0% is enzyme alone, no compound; Potency, µM (highest dose often 57.5 µM), for the others: at the top dose activation, hits mostly activators; hit rate 0.34% among 260,000; AID 1631; note: potency is the fitted concentration of half-maximal effect; % is set by controls: 0 for no effect and ±100 for the full control effect; nearly all actives have a fitted effect of over 55% in size
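Kinase-Glo luminescence reports ATP generated from ADP (0.1 mM) and PEP (0.5 mM) by purified hPK-M2 after 1 h at room temperature, pH 7.2 imidazole buffer; intermediate enzyme activity allows detecting inhibitors and activators.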
Rab9 promoter act = activates the Rab9 promoter; Huh7 Rab9 promoter-luciferase reporter, luminescence, 24 h; Potency, µM (highest dose often 9.22 µM), for the others: at the highest dose activation, negative = inhibition, hits mostly activators; hit rate 2.8% among 320,000; AID 485297; note: potency is the fitted concentration of half-maximal effect; % of control where 0% means no effect; nearly all actives have a fitted effect of over 60% in size
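Using Huh7 cells stably transfected with Rab9 promoter–luciferase, compounds were incubated 24 h at 37 °C, 5% CO2; luciferase luminescence was read 10 min after reagent addition.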
RORgamma inh = inhibitors of mouse ROR gamma transcriptional activity. Drosophila S2 Gal4-RORgamma UAS-luciferase reporter, 20 h. Potency, µM (doses to about 53.6 µM), for the others: at the top dose activity change, negative = inhibition, actives largely listed as inhibitors. hit rate 5.4% among 310,000; note: potency is the fitted concentration of half-maximal effect; % is set by controls: 0 for no effect and ±100 for the full control effect; nearly all actives have a fitted effect of over 60% in size
Target sequence (P51450 whole entry, looked up, the tested form may be a part): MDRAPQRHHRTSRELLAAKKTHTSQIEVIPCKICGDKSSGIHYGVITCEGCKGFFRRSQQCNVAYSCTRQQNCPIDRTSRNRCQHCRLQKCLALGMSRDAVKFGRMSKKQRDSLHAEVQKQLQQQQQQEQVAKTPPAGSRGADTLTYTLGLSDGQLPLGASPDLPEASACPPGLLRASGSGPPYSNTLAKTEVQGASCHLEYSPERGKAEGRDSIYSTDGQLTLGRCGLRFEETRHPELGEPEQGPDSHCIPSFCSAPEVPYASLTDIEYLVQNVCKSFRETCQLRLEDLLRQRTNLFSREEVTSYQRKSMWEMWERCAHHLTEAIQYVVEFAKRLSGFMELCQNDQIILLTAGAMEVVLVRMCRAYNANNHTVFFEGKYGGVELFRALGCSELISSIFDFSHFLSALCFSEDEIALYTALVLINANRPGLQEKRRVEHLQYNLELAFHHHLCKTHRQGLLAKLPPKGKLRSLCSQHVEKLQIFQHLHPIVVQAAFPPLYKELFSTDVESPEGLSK
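Stably transfected Drosophila Schneider cells are the test system, with ROR gamma fused to Gal4 and luciferase under UAS control; luminescence is read after 20 hr of 700 uM copper sulfate induction at ambient temperature.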
Giardia killer = Giardia lamblia killing | Giardia lamblia trophozoite viability | activity change, % at 7.66 µM, hits read low | hit rate 0.15% among 340,000 | AID 540267; in the data active = activity change below about -80%; inconclusive = between about -30% and that limit;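 note: parasites exposed to compound for two days anaerobically before the ATP read; % is set by controls: 0 for no effect and ±100 for the full control effect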
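Luminescent ATP signal served as the viability read-out, measured 15-30 min after adding ATP detection reagent to trophozoites that had been incubated with compounds for 48 hrs at 37 deg C anaerobically at 100 cells/well.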
FLuc modulator = counter-screen for miR-21 project: firefly luciferase inhibitors or activators; P08659; Potency, µM (top dose mostly 57.5 µM), for inactives: top-dose activity change, negative = inhibition, usual class: inhibitors; purified FLuc, Km substrates, luminescence inhibition; hit rate 6.9% among 360,000; AID 588342;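 note: potency is the fitted concentration of half-maximal effect; plate controls were vehicle for no effect and reference inhibitor for full effect; nearly all actives have a fitted effect of over 55% in size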
Target sequence (P08659 whole entry, looked up): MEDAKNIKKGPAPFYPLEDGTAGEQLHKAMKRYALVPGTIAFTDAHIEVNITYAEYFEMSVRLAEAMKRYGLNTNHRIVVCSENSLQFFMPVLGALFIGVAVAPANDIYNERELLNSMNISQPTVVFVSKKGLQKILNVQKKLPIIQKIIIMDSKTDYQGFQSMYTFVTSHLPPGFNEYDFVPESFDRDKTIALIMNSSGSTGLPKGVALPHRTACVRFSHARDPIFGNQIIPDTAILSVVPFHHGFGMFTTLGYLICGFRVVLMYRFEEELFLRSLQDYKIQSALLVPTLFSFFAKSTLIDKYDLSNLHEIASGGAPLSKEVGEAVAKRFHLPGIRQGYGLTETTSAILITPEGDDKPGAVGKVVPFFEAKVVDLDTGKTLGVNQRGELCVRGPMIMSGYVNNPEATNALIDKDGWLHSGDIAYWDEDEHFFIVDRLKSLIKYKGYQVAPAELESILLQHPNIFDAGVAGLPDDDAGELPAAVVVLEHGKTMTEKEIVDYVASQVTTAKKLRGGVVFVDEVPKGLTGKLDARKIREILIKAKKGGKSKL
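Purified P. pyralis luciferase, 10 nM final, with Km-level 10 uM D-luciferin and 10 uM ATP in 50 mM Tris acetate pH 7.5, 10 mM Mg acetate, 0.01% Tween-20, 0.05% BSA; 6-point qHTS titration about 60 µM downward; luminescence read.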
BRCA1 expr up = BRCA1 expression activation; Potency, µM (series often up to 46.1 µM), for inactives: at the top dose activation, most hits filed as activators; MCF7-BRCA1-FFLuc reporter, luminescence, 48 h; response scale: scaled: vehicle 0%, 10 µM genistein 100%; AID 624202; hit rate 1.1% among 380,000; note: potency is the fitted concentration of half-maximal effect; nearly all actives have a fitted effect of over 80% in size; some results filed as inactive show a strong effect at the top dose
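Luminescence from a BRCA1-driven firefly luciferase in MCF7 cells was read after 48 h compound exposure at 37 C. Data normalized against DMSO and a 10microM genistein activation control, then curve-fitted across the titration.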
ELG1 genotox = inducers of genotoxicity in HEK293T ELG1-luciferase cells; HEK293T ELG1-luciferase reporter, luminescence, 16 h; Potency, µM (highest dose often 46 µM), without a hit: top-dose activity change, positive = activation, usual class: activators; hit rate 1.3% among 330,000; AID 504466; note: potency is the fitted concentration of half-maximal effect; % of control where 0% means no effect; nearly all actives have a fitted effect of over 60% in size
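Reporter readout depends on ELG1 protein level, which increases with genetic stress. After 16 hr compound exposure at 37 °C, luciferase activity was quantified using ONE-Glo.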
p53 reactivation = mutant p53 re-activation in reporter cells | H1299 p53-A138V BP100-luciferase reporter, luminescence, 24 h | Potency, µM (doses to about 92.2 µM), for the others: at the highest dose activity change, positive = activation, actives largely listed as activators | hit rate 0.063% among 320,000 | AID 504706; note: potency is the fitted concentration of half-maximal effect; % of control where 0% means no effect; nearly all actives have a fitted effect of over 45% in size
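H1299 (p53-null), stable ts p53-A138V + BP100-Luc; 1000 cells/well, Opti-MEM/10% FBS; cpd 4 pt, 1:5; 24 h, 37 deg C, 5% CO2; detection reagent 10 min RT; luminescence.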
Menin-MLL TR inh = inhibitors of human menin-MLL interaction, mutant MLL peptide; Menin + Texas Red MLL mutant peptide, fluorescence polarization; Potency, µM (doses to about 61.6 µM), for inactives: at the top dose FP activity change, negative = inhibition, hits mostly inhibitors; hit rate 0.23% among 270,000; O00255; active = well fitted inhibition curve with a large enough effect in the polarisation, with a control signal flat, not every such curve was filed as active; inconclusive = small, poorly fitted or top-dose-only effect, or effect the other way, or a change in a side signal; inactive = no such curve, though single readings can be large or run the other way; the % refers to the polarisation; note: potency is the fitted concentration of half-maximal effect; % of control where 0% means no effect; many of its hits are not listed in these tables
NPC1 promoter act = activators of NPC1 promoter | Huh7 NPC1 promoter luciferase reporter, 24 h | Potency, µM (highest dose often 9.22 µM), for inactives: at the highest dose activation, hits mostly activators | hit rate 2.4% among 320,000;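 note: potency is the fitted concentration of half-maximal effect; % of control where 0% means no effect; nearly all actives have a fitted effect of over 60% in size; reporter is driven by a mutant NPC1 promoter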
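Cells: Huh7 expressing luciferase under the NPC1 promoter, 1500/well. Seeded 2 h, compound added, incubated 24 h at 37 °C. Luciferase reagent, 10 min ambient, then luminescence.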
* hit, by the source's call; ? = inconclusive; nt = not tested or not shown; [ ] = another dose, or the depositor's remark. Unless noted, calls come from the whole dose curve; as a rule, active = well fitted curve in the direction sought with a large enough effect; inconclusive = small, poorly fitted or top-dose-only effect, or another doubt; inactive = no such curve, though single readings can be large; an effect the other way counts as inactive or inconclusive. A portion of the library, so the mix of outcomes need not match the whole.

[1] Oc1ccccc1N1CCN(CC(O)COC2CCCc3ccccc32)CC1 (configuration not stated)
[2] C=CCN1C=CC=C/C1=C1\SC(=S)N(C)C1=O
[3] CCCC(=O)Nc1ccc(C(=O)NCC(=O)OCC)cc1
[4] Cc1ccc(-n2c(SCc3nc4ccccc4[nH]3)nnc2-c2ccncc2)cc1
[5] CCNC(=O)NC1(C(=O)N2CCC(Cc3ccccc3)CC2)CCCCC1
[6] CC(C)(C)NC(=S)NCc1ccc2c(c1)OCO2
[7] COc1ccc(Cl)cc1C(=O)OCC(=O)N(CC(C)C)c1c(N)n(Cc2ccccc2)c(=O)[nH]c1=O
[8] CN1CCN(c2nc3c(c(=O)n(C)c(=O)n3C)n2Cc2cccc(Br)c2)CC1

compound no.,1,2,3,4,5,6,7,8
VP16 counter,2%,6%,7%,2%,-6%,?,nt,-9%
PKM2 act,nt,-14%,7%,-7%,3%,2%,nt,-1%[11.5 µM]
Rab9 promoter act,-2%,0%,-4%,1%,-3%,?,-7%,0%
RORgamma inh,-7%,-26%,2%,8%,-31%,11µM*,nt,-22%
Giardia killer,20,-10,11,2,-23,2,6,16
FLuc modulator,3%,-8%,2%,4%,-4%,2%,0%,-2%
BRCA1 expr up,4%,0%,35%,-19%,-3%,-2%,-37%,-15%
ELG1 genotox,nt,0%,7%,3%,0%,0%,2%,0%
p53 reactivation,nt,6%,5%,-2%,15%,-2%,-5%,21%
Menin-MLL TR inh,?,8%,0%,-16%,-1%,0%,nt,-21%
NPC1 promoter act,-2%,1%,2%,-1%,-2%,0%,-1%,-4%

[9] COC(=O)c1cc(NC(=O)CN2CCN(C(C)=O)CC2)cc(C(=O)OC)c1
[10] Cc1cccc(CNc2ncc(-c3cccc([N+](=O)[O-])c3)n2C)c1
[11] COc1ccc(S(=O)(=O)N2CCSC2c2ccccc2)cc1 (configuration not stated)
[12] Cc1ccc(OCCC(=O)OCC(=O)Nc2ccccc2)cc1
[13] CC1(C)[C@@H](O)CC[C@]2(C)C3C(O)C=C4[C@H]5C[C@@](C)(CO)CC[C@]5(C)CC[C@]4(C)[C@]3(C)CC[C@@H]12 (some centres not stated)
[14] COc1ccc(Cl)cc1C(=O)NCc1cnn(C)c1C
[15] Cc1cnccc1CN(C)Cc1cn(C)nc1-c1ccc(Oc2ccccc2)cc1
[16] Cc1c(NS(=O)(=O)c2ccc3[nH]c(=O)[nH]c3c2)c(=O)n(-c2ccccc2)n1C

compound no.,9,10,11,12,13,14,15,16
VP16 counter,6%,-11%,-4%,-16%,4%,7%,6%,-7%
PKM2 act,-7%,15%,-3%,-1%,-4%,-3%,-1%,-14%
Rab9 promoter act,-1%,-8%,-7%,0%,-8%,2%,-1%,-1%
RORgamma inh,-9%,-14%,0%,?,-15%,-31%,1%,-7%
Giardia killer,-10,10,-4,-5,21,0,24,-12
FLuc modulator,0%,3%,2%,-13%,1%,4%,-12%,1%
BRCA1 expr up,12%,-19%,-27%,1%,16%,1%,-61%,1%
ELG1 genotox,1%,-5%,-10%,0%,-2%,6%,-11%,3%
p53 reactivation,0%,-1%,-11%,12%,6%,2%,-3%,4%
Menin-MLL TR inh,5%,-8%,19%,nt,nt,-1%,-7%,6%
NPC1 promoter act,0%,-1%,0%,0%,-9%,-1%,-5%,-3%

[17] COC(=O)c1oc2c(c1C)C(=O)CC(C)(C)C2
[18] Cc1ccc(-c2nnn(CC(=O)N(CC(=O)NC3CCCCC3)c3ccc(F)c(Cl)c3)n2)o1
[19] O=C(COC(=O)c1c2c(nc3ccccc13)/C(=C\c1cccs1)CCC2)Nc1ccccc1Cl
[20] CC(C)CCNc1nc2c(c(=O)[nH]c(=O)n2C)n1CC(O)COC(C)C (configuration not stated)
[21] CCn1nc(C)c(NC(=O)/C=C/c2cnn(C)c2C)c1C
[22] CC(=O)Nc1ccc(NC(=O)C2c3ccccc3Oc3ccccc32)cc1
[23] CCOc1ncccc1C(=O)OCC(=O)Nc1c(C)cccc1C
[24] Cc1ccc(NC(=O)CN2C(=O)NC(C)(C)C2=O)cc1S(=O)(=O)N1CCCCCC1

compound no.,17,18,19,20,21,22,23,24
VP16 counter,12%[10 µM],?,-26%,-17%,-1%,-6%,1%,nt
PKM2 act,4%,5%,-4%,1%,1%,-11%,4%,nt
Rab9 promoter act,-13%,1%,-14%,3%[1.84 µM],-3%,2%,-9%,-5%
RORgamma inh,-18%,?,-19%,-13%,-18%,-1%,-11%,nt
Giardia killer,12,0,7,6,-7,-2,21,29
FLuc modulator,5%,6%,-3%,-1%,4%,-2%,7%,5%
BRCA1 expr up,2%,-13%,-39%,-13%,2%,-24%,-3%,-20%
ELG1 genotox,-4%,1%,-7%,0%,0%,19%,1%,0%
p53 reactivation,0%,29%,3%,-2%,2%,-1%,-2%,-9%
Menin-MLL TR inh,2%,-5%,14µM*,29%,12%,?,0%,nt
NPC1 promoter act,-7%,-5%,-24%,-2%,-3%,-22%,1%,-2%

[25] C=CCNc1nnc(Cl)c2ccccc12
[26] COc1ccc(CCNC(=O)C(=O)NCC2OCCN2S(=O)(=O)c2ccc(F)cc2)cc1OC (configuration not stated)
[27] CCS(=O)(=O)N1Cc2ccccc2CC1C(=O)Nc1nccs1 (configuration not stated)
[28] COc1cc2ncnc(Nc3ccc4c(c3)OCO4)c2cc1OC
[29] COC(=O)c1sc2ccccc2c1C(=O)OC
[30] Cc1[nH]c2ccccc2c1/C=N/Nc1nc(Nc2ccc(F)cc2)nc(N2CCOCC2)n1
[31] CCCN(CC(=O)Nc1ccccc1C)C(=O)COc1ccc2c(c1)CCC2
[32] CC(NC(=O)COc1ccccc1)C(c1ccccc1)N1CCN(C)CC1 (configuration not stated)

compound no.,25,26,27,28,29,30,31,32
VP16 counter,1%[0.365 µM],1%,13%,-7%,0%,5.6µM*,2%,0%
PKM2 act,-3%,7%,0%,nt,-10%,?,0%,0%
Rab9 promoter act,-5%,6%,5%,-2%,0%,-1%,-2%,-6%
RORgamma inh,-11%,24%,-21%,4%,-5%,2.5µM*,1%,-15%
Giardia killer,-14,?,2,-18,9,-1,-12,38[activator]
FLuc modulator,-2%,9%,?,-16%,-16%,17µM*,-2%,12%
BRCA1 expr up,-4%,-11%,-1%,-28%,-2%,7%,-23%,-10%
ELG1 genotox,0%,1%,?,6%,0%,-10%,-2%,0%
p53 reactivation,-9%,nt,?,-2%,-19%,3%,-7%,18%
Menin-MLL TR inh,-11%,0%,6%,-3%,-13%,?,nt,-15%
NPC1 promoter act,-1%,-2%,0%,14%,0%,1%,?,0%

Fetched by compound from the list above (5):
[32] CC(NC(=O)COc1ccccc1)C(c1ccccc1)N1CCN(C)CC1 (configuration not stated)
[29] COC(=O)c1sc2ccccc2c1C(=O)OC
[31] CCCN(CC(=O)Nc1ccccc1C)C(=O)COc1ccc2c(c1)CCC2
[28] COc1cc2ncnc(Nc3ccc4c(c3)OCO4)c2cc1OC
[26] COc1ccc(CCNC(=O)C(=O)NCC2OCCN2S(=O)(=O)c2ccc(F)cc2)cc1OC (configuration not stated)

compound no.,32,29,31,28,26
VP16 counter,0%,0%,2%,-7%,1%
PKM2 act,0%,-10%,0%,nt,7%
Rab9 promoter act,-6%,0%,-2%,-2%,6%
RORgamma inh,-15%,-5%,1%,4%,24%
Giardia killer,38[activator],9,-12,-18,?
FLuc modulator,12%,-16%,-2%,-16%,9%
BRCA1 expr up,-10%,-2%,-23%,-28%,-11%
ELG1 genotox,0%,0%,-2%,6%,1%
p53 reactivation,18%,-19%,-7%,-2%,nt
Menin-MLL TR inh,-15%,-13%,nt,-3%,0%
NPC1 promoter act,0%,0%,?,14%,-2%

Remaining list, next part
[33] Cc1cc(C)n2c(SCC(=O)NCc3ccco3)nnc2n1
[34] CCc1ccc2nc3sc(C(=O)N4CCc5ccccc54)c(N)c3cc2c1
[35] CCn1c(=O)n(CC(=O)NCC2CCCO2)c(=O)c2c3c(sc21)COC(C)(C)C3 (configuration not stated)
[36] COc1cccc(NC(=O)c2cncs2)c1

compound no.,33,34,35,36
VP16 counter,0%,1%,?,1%
PKM2 act,-4%,-3%,nt,nt
Rab9 promoter act,-1%,-2%,-12%,-2%[1.84 µM]
RORgamma inh,6%,-44%,10%,0%
Giardia killer,-11,nt,-17,?
FLuc modulator,2%,-8%,0%,-6%
BRCA1 expr up,1%,nt,1%,6%
ELG1 genotox,-7%,11%,1%,0%
p53 reactivation,0%,-4%,-2%,0%
Menin-MLL TR inh,2%,-4%,nt,-14%
NPC1 promoter act,1%,2%,1%,0%
